GalR3 antag: antagonists of human GalR3. O60755. HEK293 GalR3-CNG cAMP membrane potential fluorescence; galR3 body fused to GalR1 C-terminus. inhibition, % at 3 µM. 360,000 compounds, 0.44% hits. AID 651719;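 active means inhibition above the screen-wide average plus 3 SD, cut at about 13% in these data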;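 further: forskolin and galanin both at EC90 stimulate the cells; cAMP rise reported by CNG channel membrane potential dye signal; 0% = forskolin plus galanin with DMSO and 100% = forskolin alone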
Target sequence (O60755 1-299 limits assumed): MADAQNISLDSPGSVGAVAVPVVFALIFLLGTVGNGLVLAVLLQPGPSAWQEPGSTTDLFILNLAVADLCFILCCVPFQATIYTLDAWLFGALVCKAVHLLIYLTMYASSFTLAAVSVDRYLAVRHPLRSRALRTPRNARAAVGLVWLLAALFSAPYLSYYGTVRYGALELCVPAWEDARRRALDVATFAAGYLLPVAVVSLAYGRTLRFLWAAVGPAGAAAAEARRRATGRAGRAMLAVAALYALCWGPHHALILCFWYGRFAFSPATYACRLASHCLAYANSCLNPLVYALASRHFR
MEKK2wt PB1 HTS: raises or lowers MEK5 binding to wildtype human MEKK2 PB1 domain; Q9Y2U5; bead flow cytometry, Alexa488-MEK5 binding to MEKK2 WT; actives lie on both sides; binding response (% of control), % at 10 µM; 290,000 compounds, 1.1% hits; AID 1531; in the data active means binding response below about 67% or above about 130%
GPR7 antagonist: blocks human GPR7 receptor signaling. P48145. GPR7-expressing cells, fluorescence antagonist assay. inhibition, % at 4.4 µM. 290,000 compounds, 1.1% hits; in the data active means inhibition above about 16%, passing the limit was not always enough;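 further: cells stimulated with the agonist NPW; 0% = agonist with vehicle and 100% = vehicle without agonist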
Target sequence (P48145 whole entry, looked up): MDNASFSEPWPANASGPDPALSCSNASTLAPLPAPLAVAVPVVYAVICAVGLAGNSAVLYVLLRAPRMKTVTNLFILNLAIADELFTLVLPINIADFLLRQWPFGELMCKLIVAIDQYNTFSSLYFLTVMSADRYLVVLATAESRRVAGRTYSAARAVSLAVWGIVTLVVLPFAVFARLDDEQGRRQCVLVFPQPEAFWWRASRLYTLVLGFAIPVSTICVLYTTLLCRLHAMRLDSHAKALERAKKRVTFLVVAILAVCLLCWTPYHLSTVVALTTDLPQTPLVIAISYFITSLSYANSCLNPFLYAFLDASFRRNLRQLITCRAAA
OXTR potentiate: potentiates the human oxytocin receptor response; 320,000 compounds, 0.061% hits; P30559; AID 2445; activation, % at 3 µM; CHO-OTR cells, Fluo-8 calcium fluorescence, potentiator mode; 0% = oxytocin EC15, 100% = EC100;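 active means activation above that plate's cutoff, the mean activation of tested compounds plus 3 SD, cut at about 6.6% in these data, passing the limit was not always enough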;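 further: 100% uses oxytocin at 75 nM as the full agonist control; some results filed as inactive read as strong as hits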
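System: human OTR in CHO cells / Also added: sub-maximal oxytocin, roughly EC15 / Control set: EC15 oxytocin low, 75 nM oxytocin high / Schedule: 6 min compound pre-incubation at room temperature, 100 s kinetic read / Compound: single-point 3.0 µM / Replication: singlicate / Technique: Fluo-8 calcium dye fluorescence / Read-out basis: % activation of max/min ratio relative to oxytocin controls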
V1aR counter: activates human V1a receptor in oxytocin agonist counter-screen. AID 2797. activation, % at 3 µM. 320,000 compounds, 0.25% hits. P37288. CHO-V1R cells, Fluo-8 calcium fluorescence, agonist mode; 0% DMSO, 100% 3 nM vasopressin;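 active means activation above the mean activation of all tested compounds plus 3 SD, per screening run, cut at about 20% in these data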;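 further: signal is peak over basal fluorescence ratio across a 100 second FLIPR read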
Target sequence (P37288 whole entry, looked up): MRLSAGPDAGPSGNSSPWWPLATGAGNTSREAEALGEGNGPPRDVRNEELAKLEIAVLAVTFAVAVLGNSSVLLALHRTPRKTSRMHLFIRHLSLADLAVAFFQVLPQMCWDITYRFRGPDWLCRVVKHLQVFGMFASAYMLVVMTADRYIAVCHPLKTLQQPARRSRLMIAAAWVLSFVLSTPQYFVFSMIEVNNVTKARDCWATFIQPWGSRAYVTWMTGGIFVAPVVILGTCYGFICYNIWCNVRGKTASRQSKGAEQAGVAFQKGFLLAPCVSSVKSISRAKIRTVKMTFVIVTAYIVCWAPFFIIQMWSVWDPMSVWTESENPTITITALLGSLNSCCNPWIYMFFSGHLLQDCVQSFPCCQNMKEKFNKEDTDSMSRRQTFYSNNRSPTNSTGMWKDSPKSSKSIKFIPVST
OXTR agonist: human OXTR agonism | CHO-OTR cells, Fluo-8 calcium fluorescence; normalized: DMSO 0%, oxytocin 100% | activation, % at 3 µM | P30559 | 320,000 compounds, 0.32% hits;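 active means activation above the mean of all tested compounds plus 3 SD, cutoff set per screening run, cut at about 20% in these data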;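 further: peak over basal fluorescence ratio from a 100 s FLIPR kinetic read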
MEKK2mut PB1 HTS: signal of MEK5 binding to mutant human MEKK2 PB1 domain; bead flow cytometry, Alexa488-MEK5 binding to MEKK2 mutant; percent response, % at 10 µM; 290,000 compounds, 0.35% hits; AID 1530; in the data active means percent response above about 24%, passing the limit was not always enough; further: inactives centre near 1; some results filed as inactive read as strong as hits
NALP1 inh: inhibitors of NALP1 inflammasome in yeast; S. cerevisiae NALP1/ASC/caspase-1 growth, X-gal OD620, 72 h; inhibition, % at 10 µM; 280,000 compounds, 0.61% hits; in the data active means inhibition mostly above about 24%, no sharp cut-off; inactive means mostly below about 32%; further: some compounds called inactive have numbers as strong as hits
PfM18AAP inh: PfM18AAP enzyme inhibition. recombinant PfM18AAP, H-Glu-NHMec fluorogenic cleavage. inhibition, % at 7.35 µM. 290,000 compounds, 1.2% hits. AID 1822;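 active means inhibition above the campaign mean inhibition over all tested compounds plus 3 SD, cut at about 28% in these data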;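 further: 0% = plate median of test compound wells and 100% = 2 mM ZnCl2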
Starred values were filed as active, the others as inactive; . = not tested or not shown. Random draw from the library. About 4.1% of those tested had a hit in this group.

SMILES	GalR3 antag	MEKK2wt PB1 HTS	GPR7 antagonist	OXTR potentiate	V1aR counter	OXTR agonist	MEKK2mut PB1 HTS	NALP1 inh	PfM18AAP inh
CN1CCN(C(=O)c2cnn(-c3ccccc3)c2NC(=O)c2cccs2)CC1	-4	96	-13	2	-0.1	0.5	4	44	1
Cc1ccnc(SCCn2c(N3CCN(c4ccccc4)CC3)nc3c2c(=O)[nH]c(=O)n3C)n1	.	.	9	-6	2.0	2.3	.	-19	-2
CCOC(=O)CN(C(=O)CSc1nnc2c(n1)[nH]c1ccc(F)cc12)c1ccccc1	-1	101	5	-22	1.2	-0.9	1	5	-4
COc1ccc(Cl)cc1CN1C(=O)NC2(CCCCCC2)C1=O	3	88	6	-9	1.0	4.6	-9	23	-8
COc1ccc(-c2cn[nH]c2N)cc1	-1	95	4	-3	0.4	-0.4	-4	14	1
CSc1nc(C)cc(Oc2ccc(=O)n(C)n2)n1	5	92	0	1	0.5	1.8	-6	26	1
COc1ccc(NC(=O)CCCn2c(=O)c3sccc3n(Cc3ccccc3C)c2=O)cc1	0	94	-6	1	-0.3	-2.0	-1	5	-2
OC(COc1ccc(Br)cc1)CN1CCCC1 (stereo not drawn)	-1	109	-9	-1	-0.2	0.3	7	10	3
COC(=O)C(=CC(=CN(C)C)C=C(C(=O)OC)C(=O)OC)C(=O)OC	-3	.	-8	5	1.1	0.3	.	-1	-5
O=C(NC1CCCCC1)C(c1ccncc1)N(Cc1ccc2c(c1)OCO2)C(=O)c1cnsn1 (stereo not drawn)	-7	99	26*	-6	-1.1	-1.7	4	20	7
N#CC/C(N)=N/Nc1nc2ccccc2nc1Cc1ccccc1	-12	95	-11	-6	0.4	-0.5	6	16	36*
CCOc1ccc2[nH]cc(C(=O)O)c(=O)c2c1	-1	100	-9	-1	0.7	0.5	0	30	51*
O=C(CCC(=O)c1ccc(F)cc1)OCc1nnc(-c2ccc([N+](=O)[O-])cc2)o1	-6	.	.	1	0.9	1.5	.	.	.
CSCC(C)N1CCC(n2nccc2NC(=O)c2ccccc2C)CC1 (stereo not drawn)	-3	105	2	-6	0.5	0.1	2	5	0
CCC1(C)CC(CCN(Cc2ccco2)C(C)=O)(c2ccccc2)CCO1 (stereo not drawn)	-2	91	-9	-7	-1.6	-1.2	-6	13	3
CCC[n+]1cn(/C(C(=S)Nc2cccc(Cl)c2C)=C(/[O-])c2ccc(OC)c(OC)c2)c2ccccc21	-5	.	12	-11	-1.3	-1.4	.	-1	4
CN(C)S(=O)(=O)c1cccc(NC(=O)COC(=O)c2ccc(Br)o2)c1	-5	116	-15	-6	3.2	1.2	9	-14	7
CC1CCCN(C(=O)CSc2nc3ccccc3o2)C1 (stereo not drawn)	0	102	-18	-13	-0.1	-2.0	-3	27	0
C/C(=N/NS(=O)(=O)c1ccc(C(C)C)cc1)c1ccncc1	-2	94	-13	.	.	.	-4	19	15
CC1=CC(C)(C)n2c(O)c(C3=NC(=S)NC3=O)c3cc(OC(=O)c4cccc5ccccc45)cc1c32	-3	.	-8	-9	-0.1	-0.2	.	14	1
CCN(CCn1cccn1)C(=O)c1cc(COc2c(F)cccc2F)on1	-2	91	5	-2	0.4	0.6	-10	10	0
CC1CCN(S(=O)(=O)c2cccc(C(=O)NC3CCCC3)c2)CC1	1	113	2	-10	4.9	2.7	10	0	2
COc1ccc(C(=O)OC2CCN(C)CC2)cc1	-1	110	-6	-7	0.4	0.3	2	-61	-12
Cc1cccc(NC(=O)C2CCN(S(=O)(=O)c3ccc4c(c3)OCCCO4)CC2)n1	-4	.	.	-15	8.9	11	.	.	.
COc1ccc(NC(=O)C2CCCN(S(=O)(=O)c3cccc4nonc34)C2)c(OC)c1 (stereo not drawn)	2	93	-9	-10	1.6	-0.2	-2	14	5
Cn1ncc(N)c1C(=O)Nc1cccc(C(F)(F)F)c1	0	109	-11	-8	0.0	-0.4	4	21	-2
N#CC1=C(N)N2C(=C(C#N)C1c1ccc(Br)cc1)Nc1ccccc12 (stereo not drawn)	-2	96	9	-20	14	18	-3	24	11
COc1ccc(CC(=O)Nc2ccc(F)c(Cl)c2)cc1S(=O)(=O)N1CCOCC1	-3	.	.	-10	8.4	7.5	.	.	.
COc1ccc(NC2C=CS(=O)(=O)C2)c(OC)c1 (stereo not drawn)	-9	92	-16	-4	0.0	0.8	-7	25	7
C/C(=N\NC(=O)c1ccc(Cl)c(Cl)c1)c1ccccn1	-11	104	-8	.	.	.	1	7	6
O=C(CN1CCN(S(=O)(=O)c2ccc3ccccc3c2)CC1)NC(=O)NC1CCCCC1	-8	93	7	-6	2.2	0.0	-6	18	-12
COc1cccc(/C=N/Nc2cc(Cl)nc(C)n2)c1O	-6	86	10	-3	0.0	0.4	-9	1	29*
C=CCN1C(=O)N/C(=C/c2ccc(C)o2)C1=O	-3	96	-6	-16	0.9	0.4	26	19	3
Cc1nc(SCc2cccc(F)c2)[nH]c(=O)c1C#N	-7	103	-6	-3	0.1	-0.9	6	-8	4
Cc1cc(NCCCCO)n2c(nc3ccccc32)c1C#N	-1	.	-12	-9	-0.3	-0.5	.	14	-3
CC(C)CN1C(=O)C(=O)N(CC(=O)N(C)CC(=O)Nc2ccc(Cl)c(C(F)(F)F)c2)C1=O	-4	.	.	-12	9.5	13	.	.	.
Nc1ccc(S(=O)(=O)c2ccc(N)c(N)c2)cc1	-10	.	-2	-12	1.3	-0.1	.	0	5
Cc1cccc(CS(=O)(=O)c2nnc([C@H](Cc3ccccc3)NC(=O)OC(C)(C)C)o2)c1	.	100	8	-8	3.5	6.0	0	-7	-145
COC(=O)c1scc(C)c1NC(=O)c1ccc(Cl)cc1	.	105	-16	-7	-1.1	0.2	-1	2	-2
CSC(=NC#N)N1CCN(c2ccc([N+](=O)[O-])cc2)CC1	-1	96	2	-2	3.9	4.4	-7	4	-12
COc1ccc(Cl)cc1C(=O)CSc1nc(N)cc(N)n1	-3	73	0	-6	0.2	-0.2	-13	8	6
CC(C)C(OC(=O)CN1C(=O)c2ccccc2C1=O)C(=O)NC1CCCC1 (stereo not drawn)	0	95	-7	2	1.0	1.1	-3	8	5
COCCNC(=O)CN(C(=O)Cn1nnc2ccccc21)c1ccc(C)c(F)c1	-7	108	-3	-15	0.9	-0.1	6	12	3
CCCc1cc(=O)[nH]c(SCC(=O)CSc2nc(CCC)cc(=O)[nH]2)n1	2	106	-9	0	0.1	0.4	1	-43	18
Cc1ccc(-c2cc(NC(=O)c3ccccc3[N+](=O)[O-])n[nH]2)cc1	-3	111	0	-10	1.4	2.8	17	14	0

Reprinted from the part before: three entries; new compounds follow.
SMILES	GalR3 antag	MEKK2wt PB1 HTS	GPR7 antagonist	OXTR potentiate	V1aR counter	OXTR agonist	MEKK2mut PB1 HTS	NALP1 inh	PfM18AAP inh
COCCNC(=O)CN(C(=O)Cn1nnc2ccccc21)c1ccc(C)c(F)c1	-7	108	-3	-15	0.9	-0.1	6	12	3
CCCc1cc(=O)[nH]c(SCC(=O)CSc2nc(CCC)cc(=O)[nH]2)n1	2	106	-9	0	0.1	0.4	1	-43	18
Cc1ccc(-c2cc(NC(=O)c3ccccc3[N+](=O)[O-])n[nH]2)cc1	-3	111	0	-10	1.4	2.8	17	14	0
Cc1ccc(NC(=O)COC(=O)CN2C(=O)NC3(CCCC3)C2=O)cc1S(=O)(=O)N(C)C	-8	76	-19	-3	0.9	0.0	-13	21	0
COc1ccc(S(=O)(=O)N2CCCCCC2)cc1C(=O)N(C)Cc1ccc(F)cc1	-3	.	.	-12	2.3	-2.6	.	.	.
C=CCOc1ccc(C(=O)Nc2ncn[nH]2)cc1	-2	112	-7	-12	-0.2	0.3	10	0	12
Nc1c(N(Cc2ccco2)C(=O)c2cccc(Cl)c2)c(=O)[nH]c(=O)n1Cc1ccccc1	-1	.	.	-4	-1.2	-1.1	.	.	.
CC1CC(C)(C)CC2(C1)NC(=O)N(CC(=O)NCc1ccccc1F)C2=O (stereo not drawn)	-1	.	.	-2	-0.4	-0.7	.	.	.
COc1ccc(CCNC(=S)NC(=O)c2ccc(Br)cc2)cc1OC	3	93	-7	-2	-0.6	-1.6	-6	10	-19
Cc1cc2oc(=O)cc(Cn3ccnc3)c2cc1Cl	12	104	-7	-11	0.0	-0.1	6	11	1
CN(CC(=O)Nc1ccc(F)cc1)C(=O)c1ccc(-c2ccc(Cl)cc2)o1	-3	109	1	-6	6.6	0.5	7	6	4
CC(=O)N(C)c1ccc(N2CCOCC2)c2c1C(=O)c1ccccc1C2=O	1	.	.	5	-0.1	1.2	.	.	.
C[C@H](CO)N1C[C@H](C)[C@@H](CN(C)S(=O)(=O)c2cccs2)Oc2ccc(NC(=O)Cn3cnnn3)cc2C1=O	-6	.	.	-3	0.4	1.1	.	.	.
CC(C)c1ccc2[nH]c(O)c(N=NC(=O)c3cccc(S(=O)(=O)Nc4cccc(Cl)c4)c3)c2c1	5	85	-15	1	-0.4	-0.1	-2	.	-4
Cc1oc(-c2ccc(Cl)cc2)nc1CN1CCCC(C(=O)NCc2ccccn2)C1 (stereo not drawn)	-4	105	-7	-3	-0.9	-2.1	2	12	-4
Cc1ccc2c(c1)N(S(=O)(=O)c1ccc(CN3C(=O)c4cccnc4C3=O)s1)CCO2	2	99	0	-12	2.7	0.6	4	-14	3
Cn1c(=O)c2c(nc(NCc3cccnc3)n2Cc2cccc(C(F)(F)F)c2)n(C)c1=O	8	99	-7	-3	1.3	0.8	-5	9	1
CCSc1cnn(-c2ccccc2)c(=O)c1Cl	-5	.	.	-1	-0.2	-2.0	.	.	.
COc1ccccc1CNc1ncnc2cc(OC)c(OC)cc12	-3	95	-13	4	0.6	0.8	-6	11	5
O=C(CNC(=O)c1ccc(OC(F)F)cc1)NCC1CCCO1 (stereo not drawn)	-5	100	-4	-5	-1.2	-0.1	0	-4	2
Cc1ccc(CNC(=O)CCCNC(=O)c2ccc(Cl)cc2)n1C	-3	96	-19	-4	-1.1	0.8	-4	22	0
Cc1c(CCOC(=O)CC23CC4CC(CC(C4)C2)C3)sc[n+]1CC(=O)c1ccc(Br)cc1	-4	.	5	-12	0.2	0.0	.	22	0
O=C(C1CCN(S(=O)(=O)N2CCOCC2)CC1)N1CCN(c2ccccc2F)CC1	-5	106	-1	-6	1.2	1.4	7	44	-2
CCOC(=O)c1nc2sc3c(c2c(=O)n1C(C)C(=O)OCC)CCCC3 (stereo not drawn)	-5	95	3	9	-1.6	-2.4	-1	8	1
OCC[C@@H]1C[C@H](O)[C@@H](O)[C@@]2(OCCc3ccccc32)O1	.	104	-5	-1	1.3	0.9	-3	31	2
CN1CCN(C(=O)/C(=C\c2cccnc2)NC(=O)c2cccc(Br)c2)CC1	-11	104	-2	-5	0.4	0.3	3	-2	2
COc1ccc(Cl)cc1NC(=O)C1CCCN(S(C)(=O)=O)C1 (stereo not drawn)	5	110	-2	1	2.3	0.4	7	6	-10
COc1ccc(C2C(C(=O)N3CCCC3)c3cc(OC)c(OC)cc3C(=O)N2C)cc1 (stereo not drawn)	-6	114	-11	-15	0.8	0.7	4	7	-6
COC(=O)c1ccc(NC2=CC(=O)CC(C)(C)C2)cc1	-1	115	-11	-7	-0.2	-1.6	7	1	1

Screens from PubChem.
